High-throughput results (PubChem BioAssay)
GALR2 blocker – GALR2 antagonists in receptor-expressing cells, primary screen; Galanin receptor type 2 (Homo sapiens), O43603; antagonist mode; inhibition, % at 4 µM; 140,000 tested, 0.39% active; in the data active = inhibition above about 27%;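 also: cells stimulated with galanin 1-16 at roughly its EC80; 0% = agonist challenge control and 100% = basal control without agonist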
Target sequence (O43603 whole entry, looked up): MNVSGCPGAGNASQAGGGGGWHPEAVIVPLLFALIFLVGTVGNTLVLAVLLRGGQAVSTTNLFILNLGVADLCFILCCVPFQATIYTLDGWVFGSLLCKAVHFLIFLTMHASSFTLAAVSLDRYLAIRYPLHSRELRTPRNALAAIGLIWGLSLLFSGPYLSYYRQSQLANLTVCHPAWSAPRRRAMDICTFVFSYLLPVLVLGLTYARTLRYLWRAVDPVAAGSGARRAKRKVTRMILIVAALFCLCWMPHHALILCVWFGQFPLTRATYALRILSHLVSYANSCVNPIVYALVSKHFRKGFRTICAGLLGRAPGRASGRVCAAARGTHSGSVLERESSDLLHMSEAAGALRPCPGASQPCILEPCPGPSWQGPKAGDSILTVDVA
E-sel TNF inh – E-selectin induction blockers in HUVEC – imaging, immunofluorescence, high content, primary screen; HUVEC TNFa-induced E-selectin immunofluorescence; inhibition, % at 2 µM; 120,000 tested, 0.71% active; AID 1246, 2008;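 active = inhibition above the batch mean plus 3 SD, and confirmed as a hit on visual image review, cut at about 43% in these data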;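 also: 0% = TNF-stimulated DMSO wells and 100% = unstimulated control wells; not every result past the cut was called active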
HCT116 PTEN-null – growth suppression of PTEN-null HCT116, primary screen, cell-based, CellTiter-Glo; HCT116 PTEN-null viability, 60 h; active compounds read low; viability, % at 10 µM; 140,000 tested, 1.2% active; AID 827, 2007;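 active = viability at or below a set limit, 4 SD under the median of all tested compounds, cut at about 3.7% in these data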;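 also: PTEN knockout HCT116 line with beta catenin targeted HCT116 as companion control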
NPY Y2 blocker – NPY-Y2 receptor antagonists, primary screen, cell-based | Neuropeptide Y receptor type 2 (Homo sapiens), P49146 | NPY-Y2 expressing cells, antagonist mode | inhibition, % at 2.7 µM | 140,000 tested, 0.99% active | AID 793, 2007; in the data active = inhibition above about 17%;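 also: 0% = vehicle with agonist challenge and 100% = reference antagonist with challenge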
Target sequence (P49146 whole entry, looked up): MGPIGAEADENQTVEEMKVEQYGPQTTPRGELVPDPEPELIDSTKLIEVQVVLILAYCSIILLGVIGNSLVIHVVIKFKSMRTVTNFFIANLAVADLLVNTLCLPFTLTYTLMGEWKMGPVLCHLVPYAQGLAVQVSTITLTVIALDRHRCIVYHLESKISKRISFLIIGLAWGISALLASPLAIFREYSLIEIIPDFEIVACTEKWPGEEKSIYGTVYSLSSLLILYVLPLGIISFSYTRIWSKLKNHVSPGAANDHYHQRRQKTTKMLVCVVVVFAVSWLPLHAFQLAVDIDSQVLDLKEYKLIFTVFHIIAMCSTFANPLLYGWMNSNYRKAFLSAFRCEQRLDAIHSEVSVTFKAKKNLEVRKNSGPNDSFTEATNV
MRP1 act – H69AR viability gain despite doxorubicin, primary screen, MRP-1 activator project, H69AR cells, CellTiter-Glo. viability rescue. viability increase, % at 10 µM. 140,000 tested, 0.61% active. AID 799, 2007;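 active = viability gain under doxorubicin at or above a set limit, the compound median plus 3 SD, cut at about 4.7% in these data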;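 also: MRP-1 overexpressing cells given doxorubicin 25 µM after compound pretreatment; 18-22 h compound pretreatment then 72 h with doxorubicin before readout; 0% = doxorubicin-only wells and 100% = vehicle-treated cells without doxorubicin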
BB579 growth dn – growth inhibitors of yeast BB579 in restrictive medium, primary screen, yeast lifespan-shortening project, S. cerevisiae; OD615, 48 h; inhibition, % at 10 µM; 140,000 tested, 0.51% active; AID 804, 2007;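 active = inhibition above a set limit, 3 SD over the mean compound inhibition, cut at about 44% in these data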; also: inactives centre near -24
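test system = yeast BB579 (DeaD) | buffer or medium = restrictive CSMM-D medium | doses = single compound dose of 10 µM, 0.25% DMSO final | times = 4 h preincubation and 48 h exposure at 30 °C | technique = culture absorbance at 615 nm | benchmarks = amphotericin B 10 µg/mL, positive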
Measles CPE – compounds protecting cells from measles virus cytopathic effect, primary screen, measles RdRp inhibitor project, single point, MLSMR library, absorbance; Measles virus-infected cells, CPE protection; protection (pct of control), % at 4 µM; 140,000 tested, 1.5% active; AID 841, 2007; in the data active = protection mostly above about 24%, no sharp cut-off; inactive = mostly below about 26%; also: some compounds called inactive have numbers as strong as hits
Yeast lifespan up – compounds extending yeast replicative lifespan, primary screen, S. cerevisiae, OD615. 130,000 tested, 0.68% active. S. cerevisiae growth with nicotinamide; deaD strain in restrictive glucose medium. inhibition of the nicotinamide effect, % at 10 µM;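 active = inhibition above a set limit, placed 3 SD over the median of all compounds, cut at about 26% in these data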;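 also: 0% = nicotinamide-treated wells and 100% = cells grown without nicotinamide; some compounds called inactive have numbers as strong as hits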
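Buffer or medium: CSMM-D glucose medium, restrictive; test system: modified budding yeast, DeaD strain; compound: single dose 10 µM compound, 0.25% DMSO; schedule: culture preincubation 4 h, compound exposure 48 h, both 30 °C; detection: optical density (absorbance) at 615 nm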
HCT116 bCat-KO – primary screen for growth suppressors in beta-catenin knockout HCT116 cells (colon tumor, human) | 140,000 tested, 1.5% active | viability, % at 10 µM | HCT116 beta-catenin knockout viability, CellTiter-Glo, 60 h; active compounds read low;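 active = viability at or under a set limit, the compound median less 4 SD, cut at about 6% in these data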;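 also: 0% = Hyamine 1622 control at 20 µM and 100% = untreated cell control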
Phagocyt inh – inhibitors of macrophage phagocytosis, primary screen, imaging, J774A.1 cells, IgG beads. inhibition, % at 5 µM. J774A.1 macrophage IgG-bead phagocytosis. AID 1029, 2008. 110,000 tested, 0.07% active;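 active = inhibition above the mean of the plate negative controls plus 5 SD, cut at about 13% in these data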;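 also: phagocytic index as fraction of beads internalized from green versus red external bead signal; plate controls were DMSO negative control for no effect and cytochalasin-D positive control for full effect; some results beyond the cut were filed as inactive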
Active calls of the source: *; . = no result given.

smiles	Measles CPE	Yeast lifespan up	Phagocyt inh	HCT116 PTEN-null	NPY Y2 blocker	MRP1 act	HCT116 bCat-KO	GALR2 blocker	BB579 growth dn	E-sel TNF inh
CCC/C=C(\CCC)C(NS(=O)(=O)c1cccc2cccnc12)c1ccc(C(=O)OC)cc1 (stereo unspecified)	5	7	.	54	4	-0.1	56	3	-20	-7
CCNC(=O)c1c(NC(=O)c2cc(-c3cc(C)ccc3O)n[nH]2)sc2c1CCCC2	34	0	-2	7	-1	-4.0	18	3	-34	.
Cc1ccc(OCC(=O)Nc2ccccc2-c2ccccc2NC(=O)COc2ccc(C)cc2)cc1	.	-5	-9	86	4	0.3	83	6	-5	.
C/C(=N\NC(=O)c1c(-c2ccccc2Cl)noc1C)c1cccc(NC(=O)C(C)C)c1	15	1	-1	95	0	0.2	100	11	-38	.
C=CCNC(=O)/C(C#N)=C\c1cc(Cl)c(OCC)c(OC)c1	8	-4	-3	25	4	-4.5	27	-4	-11	.
COc1ccc(/C=N/Nc2nc3ccccc3[nH]2)cc1OC	7	1	-9	68	3	-1.3	68	18	-21	0
CCOC(=O)c1cc(CC)sc1NC(=O)COC	7	-11	-1	98	7	2.0	96	-1	-21	-10
COC(=O)NNC(=O)/C=C/c1ccccc1	6	6	-5	94	6	-1.6	89	4	-4	.
COc1ccc(-c2cc(C(=O)O)c3sc(N4CCCCC4)nc3n2)cc1OC	20	-4	-6	104	2	-2.1	93	0	-9	16
N#CC1=C(N)N2C(=C(C#N)C1c1cccc(Br)c1)Nc1ccccc12 (stereo unspecified)	23	1	-5	2.0*	4	-6.3	3.2*	20	-44	.
COc1cc(C(=O)Nc2ccccc2-c2nnn(CC(N)=O)n2)cc(OC)c1OC	5	-7	-1	108	2	-0.4	104	-9	0	-14
CCc1[nH]nc2c1C(c1cccnc1)C(C#N)=C(N)O2 (stereo unspecified)	3	0	-1	84	2	-3.3	89	11	20	9
CC(=O)c1c(N)n(C)c(=O)n(C)c1=O	5	16	-3	99	4	-1.0	101	8	-58	7
Cc1ccc(S(=O)(=O)Cc2ccc(C(=O)N3CCN(Cc4ccccc4)CC3)o2)cc1	8	-6	-1	86	4	-4.3	86	-6	-19	-9
COc1ccccc1OCc1nc(Cc2ccc(Cl)cc2)no1	9	-5	0	105	4	0.7	93	-11	-24	12
Cc1occc1-c1nnc(SCC(=O)N2CCOCC2)n1Cc1ccco1	23	-4	1	94	-2	-1.7	93	2	-33	-42
Cc1ccc(C(=O)N/C(=C\c2cccc([N+](=O)[O-])c2)C(=O)OCN2C(=O)c3ccccc3C2=O)cc1	20	-1	-4	103	3	-2.7	90	-5	-22	.
CCOc1ccc(NC(=O)CSc2n[nH]c(=O)n2-c2ccccc2)cc1	6	1	-3	105	0	-1.7	91	3	-25	-29
COc1ccc(NS(=O)(=O)c2cccc(C(=O)O)c2)cc1	10	-5	1	99	6	0.8	99	1	-4	0
COc1ccc(NC(C)=O)cc1NC(=O)CN1CCN(CC(=O)Nc2ccc(Cl)cc2)CC1	4	-32	-1	63	-2	-4.8	74	-11	-38	.
CCOC(=O)c1[nH]c(C)c(C(=O)N2CCc3ccccc32)c1C	3	-14	.	12	5	-6.0	13	11	-33	16
O=c1cc(C(F)F)oc2c1ccc1ccccc12	2	-11	0	96	3	-2.2	95	18	5	93*
C(=N\c1nc2ccccc2n1CCN1CCCCC1)/c1cccs1	6	-2	-1	78	5	-2.1	80	11	-39	13
CN(C)c1ccc(C=Nc2cnn(C)c2C(N)=O)cc1	4	-9	-1	92	0	0.4	97	10	-38	.
O=C(Nc1cccc(F)c1)/C(=C\c1ccco1)NC(=O)c1cccs1	6	-10	.	91	6	0.0	86	-2	4	-31
O=C(N/N=C/c1c(Nc2cccc(C(F)(F)F)c2)nc2ccccn2c1=O)c1ccccc1	32	-8	.	66	1	-4.5	64	10	-34	32
CCN(CC)S(=O)(=O)c1ccc(Oc2ccccc2)cc1	7	-10	-1	78	6	-0.9	76	-5	-24	-23
COc1ccc(OC)c(C2C(C(=O)c3ccccc3)=C(C)Nc3nc4ccccc4n32)c1 (stereo unspecified)	8	-2	.	26	0	-4.3	18	2	-10	5
CC(C)C(=O)Nc1ccc(C(=O)N2CCCCCC2)cc1	39*	-2	-1	101	1	0.1	92	-4	-43	32
CCOC(=O)c1ccc(Nc2nc(C(=O)OCC)nc3ccccc23)cc1	3	-17	.	98	0	1.2	92	7	-19	5
Cc1ccc(C)c(N2CCN(C(=O)c3cc4ccccn4n3)CC2)c1	15	0	-1	88	7	-3.0	89	-3	-35	.
COc1ccc(O)c(C(=O)c2cnc3nc4ccccc4n3c2)c1	20	2	13	65	3	-1.4	69	5	-28	.
O=C(Cc1ccccc1)NC(=S)Nc1ccc2oc(-c3ccccc3)nc2c1	15	1	-4	81	1	-1.3	86	-6	-31	17
CN(C)c1nc2ccc(OCCN3CCCCC3)cc2s1	12	-1	0	98	-1	-1.0	92	-2	-10	.
CCC(CC)c1nnc(NC(=O)C2CC(=O)N(c3ccc4c(c3)OCCO4)C2)s1 (stereo unspecified)	10	-5	.	93	6	-2.1	99	12	-34	.
CC(C)(C)c1ccc(COC(=O)Nc2ccc(F)cc2)cc1	17	5	0	91	3	2.3	94	-6	-23	.
COC(=O)c1cccc(C(=O)Nc2ccc(C)cc2Br)n1	2	-11	-2	95	3	-3.8	47	5	-23	-9
Cc1ccc2c([N+](=O)[O-])c(C)ccc2n1	12	-26	.	91	0	-0.3	90	-14	-25	-6
CN1CCN(CCCNC(=O)Nc2cccc3ccccc23)CC1	44*	-10	0	95	3	-2.3	89	13	-7	-14
CN1C(=O)C(/C(N)=N/NC(=O)c2ccccc2)C2CC1(C)Oc1ccccc12 (stereo unspecified)	30	2	-13	102	1	-1.8	103	-11	-20	.
CCOC(=O)C1C(=O)NC(c2ccccc2)=NC1c1ccccc1 (stereo unspecified)	8	-9	.	97	0	-2.2	99	-12	-51	12
N#Cc1cc(-c2ccccc2)cnc1Sc1ccccc1	19	-16	.	89	2	-0.6	92	-7	-30	.
CCC(C)n1c(-c2cc(OC)c(OC)c(OC)c2)nc2nc3ccccc3nc21 (stereo unspecified)	3	3	0	41	2	-4.9	47	-7	3	3
CCCC(=O)NC(=S)Nc1ccc(C(C)=O)cc1	2	-6	3	111	2	11*	100	-4	-45	7
Cc1ccc(NC(=O)CS(=O)CC(=O)NCCCc2ccccc2)cc1Cl (stereo unspecified)	24	6	.	97	9	1.1	92	3	-47	9
O=C(CCS(=O)(=O)c1cccs1)NC1CCCCCC1	5	-2	-1	98	2	-0.9	96	-6	-9	3
Clc1ccc(-c2nnc(NC3=NCCCCC3)o2)cc1	17	-17	4	71	-1	0.0	80	17	-10	.
O=C(CCC(=O)c1cccs1)Nc1nnc(C2CC2)s1	17	-4	5	99	4	-0.3	94	-2	-87	-19
ONC(=Nc1ccccc1)c1ccccc1Cl	5	-5	.	96	4	0.3	97	-1	-14	-7
CC(/C=C/c1ccco1)=N\NC(=O)c1cccc(Cl)c1	13	-4	-7	6	1	-1.1	13	-5	-22	.
CC1(C)Cc2noc(N)c2C(C)(C)N1O	5	-1	.	91	-1	0.1	93	10	-19	-6
COc1ccccc1C(=O)NC(=S)Nc1ccc(NC(=O)c2cccs2)cc1	18	-1	0	65	0	0.0	66	-2	-40	.
COc1cc2nc(C3CCC3)nc(N3CCN(c4ccccn4)CC3)c2cc1OC	3	9	1	45	12	-4.9	59	-7	-15	.
COc1ccc(-c2cc3nc4n(c(=O)c3s2)CCC4)cc1	5	-25	2	80	2	-0.1	85	2	26	-13
N#Cc1c(-c2ccc(Cl)cc2)ccn2nc(CCC(=O)O)nc12	12	-16	4	93	0	0.6	104	-1	-15	.
CCC(=O)n1nc(-c2ccc(OC)cc2)nc1SC	10	.	.	96	1	-0.9	99	7	0	14
O=C(CN1CCSCC1)c1c[nH]c2ccccc12	6	-7	0	103	0	-1.5	97	0	-53	16
CC1CCC(C(=O)NC(C(=O)NCc2cccnc2)C(C)C)CC1 (stereo unspecified)	7	-14	-1	104	2	-0.1	102	15	-29	-14
CC(C)(C)Cc1nc(-c2ccccn2)no1	1	-1	-2	106	-1	-0.1	102	10	-89	3
O=C(Nc1ccccc1C(=O)NCc1ccccc1)c1ccco1	2	-11	.	82	0	-1.4	77	6	-13	20

Next section:
smiles	Measles CPE	Yeast lifespan up	Phagocyt inh	HCT116 PTEN-null	NPY Y2 blocker	MRP1 act	HCT116 bCat-KO	GALR2 blocker	BB579 growth dn	E-sel TNF inh
O=C1/C(=C/c2cccnc2)Sc2ccccc21	16	1	.	62	6	-5.8	56	4	-4	-21
O=C(N1CCCCC1)C1(c2ccccc2)CCOCC1	16	-6	0	90	1	0.0	86	5	-50	.
CC1CCCC(C)N1CCNC(=O)Nc1ccc(Cl)cc1 (stereo unspecified)	20	-15	-2	100	-2	-0.4	94	2	-42	14
CC1=CC2CC1C1C(=O)N(c3ccc(S(=O)(=O)Nc4nc(C)cc(C)n4)cc3)C(=O)C21 (stereo unspecified)	8	3	-7	102	8	-0.2	102	6	-7	.
Cc1cc(C)nc(NS(=O)(=O)c2ccc(NC(=O)c3ccc(N4C(=O)CCC4=O)cc3)cc2)n1	15	-1	-1	95	2	-1.7	94	-4	-23	.
COc1ccc(N(CC(=O)Nc2cccc(C(=O)O)c2)S(=O)(=O)c2c(C)noc2C)cc1	4	-7	.	108	2	-0.4	103	-5	-66	.
Cc1nnc(SCC(=O)Nc2ccc(S(=O)(=O)N3CCCC3)cc2)n1N	12	-2	1	90	-2	-2.0	94	11	-33	-17
O=C(Cn1c(=O)[nH]c2ccsc2c1=O)N1CCN(c2ccc(F)cc2)CC1	17	1	.	85	-1	-2.8	92	-5	-8	5
O=C(CNC(=O)c1ccccc1)NCC(=O)OCC(=O)c1ccc([N+](=O)[O-])cc1	15	0	-16	101	3	-3.7	98	1	-20	.
O=C(NCc1cccs1)c1cccc(Nc2nc3ccc(Br)cc3[nH]2)c1	22	-6	-1	75	-3	1.3	72	-4	-9	.
CC1CCCC(NC(=O)CSc2ncccc2C(=O)O)C1C (stereo unspecified)	7	-2	-1	93	3	-1.2	100	0	-33	-10
Cc1sc2nc(CN3CCCC3)nc(N3CCC(C(N)=O)CC3)c2c1C	48	-6	0	81	2	-3.0	90	4	-11	-17
O=C(Nc1cccc(-c2nc3cc(Cl)ccc3o2)c1)C1CCCO1 (stereo unspecified)	19	-21	-2	75	8	-0.5	94	-1	-36	7
